Bioassay records as filed in PubChem.
ASAP1 GAP inh: inhibitors of human ASAP1 ArfGAP activity; Q9ULH1; ASAP1-stimulated ARF1 GTP hydrolysis, GDP FP detection; inhibition, % at 16.5 µM; 360,000 tested, 0.19% active; in the data active means inhibition above about 25%;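 further: 0% = vehicle with enzyme and substrate and 100% = no enzyme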
FXN GAA850 act: increases GAA850 frataxin promoter reporter activity; HEK293 lucGAA850 FXN promoter luciferase reporter, 24 h; percent of 10 µM SAHA response; 360,000 tested, 0.56% active; activation, % at 6 µM;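 active means activation above the average of all compounds screened plus 3 SD, cutoff fixed separately per campaign, cut at about 7.5% in these data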;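 further: 0% = DMSO wells and 100% = 10 µM SAHA wells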
rCAG binder: molecules binding r(CAG) RNA repeats; r(CAG) RNA repeat, TO-PRO-1 dye displacement fluorescence; inhibition, % at 3 µM; 370,000 tested, 1.3% active;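 active means inhibition above the plate cutoff, the mean of all test compounds on that plate plus 3 SD, cut at about 35% in these data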;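 further: 0% = DMSO alone and 100% = 100 µM mitoxantrone as full dye displacement; higher means more dye released from RNA so lower well fluorescence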
ARFGAP1 inh: rat ARFGAP1 inhibition. Q62848. Arfgap1-stimulated ARF1 GTP hydrolysis, GDP FP detection. inhibition, % at 16.5 µM. 360,000 tested, 0.26% active. AID 651572;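 active means inhibition above a per-plate limit, mean inhibition of low control wells plus 3 SD, cut at about 25% in these data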;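 further: 0% = DMSO wells with enzyme and 100% = wells lacking Arfgap1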
Target sequence (Q62848 1-136 limits assumed): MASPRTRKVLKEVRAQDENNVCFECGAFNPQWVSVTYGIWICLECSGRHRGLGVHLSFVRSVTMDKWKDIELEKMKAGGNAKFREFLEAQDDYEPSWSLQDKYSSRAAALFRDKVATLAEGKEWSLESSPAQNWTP
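Material: truncated rat Arfgap1 GAP domain; Incubation: compound-enzyme preincubation 20 min, reaction 120 min, detection 60 min, 25 °C; Read-out: percent inhibition of Arfgap1-stimulated GTP hydrolysis; Technique: FP, GDP Alexa 633 tracer displaced from anti-GDP antibody, 620/688 nm; Controls: No-Arfgap1 wells (100%) versus DMSO full-reaction wells (0%); Replication: single well per compound.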
sPLA2-III inh: Inhibits HGIII-sPLA2 liposome hydrolysis, primary screen; Q9NZ20; QFRET BODIPY PC-A2 liposome hydrolysis, fluorescence; inhibition, % at 12.2 µM; 370,000 tested, 0.56% active;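 active means inhibition above mean plus 3 SD of compounds lying within the high and low control bounds, cut at about 19% in these data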;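 further: 0% = median of test compound wells and 100% = no enzyme DMSO wells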
Target sequence (Q9NZ20 whole entry, looked up): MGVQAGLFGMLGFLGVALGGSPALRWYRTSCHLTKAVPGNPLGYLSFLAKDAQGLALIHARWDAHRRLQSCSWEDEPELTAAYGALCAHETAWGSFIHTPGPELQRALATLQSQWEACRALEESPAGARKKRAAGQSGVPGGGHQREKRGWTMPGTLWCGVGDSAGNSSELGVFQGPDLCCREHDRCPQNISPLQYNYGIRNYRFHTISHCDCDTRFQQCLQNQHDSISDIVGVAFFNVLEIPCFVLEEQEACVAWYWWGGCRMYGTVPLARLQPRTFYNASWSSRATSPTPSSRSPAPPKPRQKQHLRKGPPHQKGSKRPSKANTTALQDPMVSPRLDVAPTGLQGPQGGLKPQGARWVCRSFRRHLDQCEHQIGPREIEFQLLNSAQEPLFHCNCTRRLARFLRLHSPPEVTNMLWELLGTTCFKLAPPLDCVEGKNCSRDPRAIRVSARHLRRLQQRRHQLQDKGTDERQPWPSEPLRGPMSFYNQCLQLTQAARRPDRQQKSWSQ
KLK7 zymogen act: activates the human kallikrein-7 zymogen | AID 652039 | 370,000 tested, 0.9% active | purified proKLK7, EDANS-DABCYL substrate fluorescence; 100% is mature enzyme control, 0% vehicle | activation, % at 7 µM;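 active means activation above the mean of all tested compounds plus 3 SD, computed per campaign excluding outliers beyond control limits, cut at about 13% in these data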
Target sequence (P49862 whole entry, looked up): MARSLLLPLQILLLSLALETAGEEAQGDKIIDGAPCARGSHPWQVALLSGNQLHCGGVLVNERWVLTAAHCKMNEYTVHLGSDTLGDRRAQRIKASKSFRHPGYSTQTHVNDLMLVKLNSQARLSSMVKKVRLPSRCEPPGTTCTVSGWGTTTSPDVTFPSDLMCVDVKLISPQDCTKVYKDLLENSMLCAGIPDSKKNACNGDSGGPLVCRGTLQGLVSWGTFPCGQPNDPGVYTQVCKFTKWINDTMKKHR
ADAM10 inh: ADAM10 inhibition, QFRET primary screen; 370,000 tested, 0.62% active; inhibition, % at 7 µM; O14672; recombinant ADAM10, EDANS/DABCYL FRET peptide cleavage, 3 h;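 active means inhibition above a per-campaign cutoff equal to the mean of compounds falling between control-based bounds plus 3 SD, cut at about 20% in these data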;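 further: 0% = DMSO wells while the 100% control is not disclosed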
Tn6 DDE FP: inhibitors of Tn6 peptide binding to human fibrin DD(E); P02675; Fibrin DD(E) TRITC-Tn6 fluorescence polarization displacement; 370,000 tested, 0.21% active; AID 720509; inhibition, % at 8.3 µM;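 active means inhibition above a per-campaign cutoff: mean of compounds within control limits plus 3 SD, cut at about 15% in these data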;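 further: 0% = median of all compound wells on the plate and 100% = blocking peptide control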
GC-B act: GC-B (human) receptor activation; P20594; HEK293-GC-B cells, CNP EC30, cGMP TR-FRET; 0% at EC30 CNP, 100% saturating CNP; activation, % at 10 µM; 370,000 tested, 0.11% active; AID 1920062;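 active means activation at 10 µM reaching about 35% in either raw or pattern-adjusted values, limit read from the data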
GC-A act: GC-A (human) enzyme activation; P16066; HEK293 GC-A cells, cGMP TR-FRET, EC30 ANP; 0% at EC30 ANP, 100% saturating ANP; activation, % at 10 µM; 370,000 tested, 0.14% active; AID 1671463; in the data active means activation above about 40%
Numbers without * were called inactive; nt = no result given.

SMILES	ASAP1 GAP inh	FXN GAA850 act	rCAG binder	ARFGAP1 inh	sPLA2-III inh	KLK7 zymogen act	ADAM10 inh	Tn6 DDE FP	GC-B act	GC-A act
CC(O)C(NS(=O)(=O)c1ccc(Cl)cc1)C(=O)OCC(=O)c1ccc2c(c1)NC(=O)CO2 (stereo not given)	-8	-1.7	3	4	-26	-0.4	-13	-1	0	0
CC1CCN(S(=O)(=O)c2ccc(C(=O)NNC(=O)C3CC3)cc2)CC1	-8	-1.0	-2	0	-15	0.3	-5	-4	1	1
[O-][n+]1ccc(C2CC2)cc1	-8	1.2	-2	1	8	0.0	-7	1	-3	-1
CSc1nc(C)cc(SC(C(C)=O)C(=O)Nc2ccccc2)n1 (stereo not given)	-6	-1.4	0	2	-3	0.0	-1	1	1	2
O=C(c1cccc(Oc2c(Cl)cccc2[N+](=O)[O-])c1)N1CCOCC1	-9	0.6	-5	3	-1	-0.7	-8	-3	0	4
CCCC[C@@H]1C=C(C(=O)O)[C@H](c2ccc(C)cc2)N1S(=O)(=O)c1ccc(C)cc1	-5	0.4	32	-5	-9	-0.2	-10	-2	-1	-2
CCc1noc(C)c1C(=O)N(CC)c1nc2c(C)cccc2s1	-9	0.2	-5	-12	6	-0.1	-6	0	-6	-5
CCOc1ccc(-n2c(SCC(=O)Nc3ccc(S(=O)(=O)Nc4cc(C)nc(C)n4)cc3)nnc2-c2ccc(C)cc2)cc1	nt	nt	52*	nt	-63	0.1	4	6	2	-1
Cc1[nH]c2ccccc2c1C(=O)c1c(N)[nH]c(C(=O)c2ccc(Br)cc2)c1-c1ccc(Br)cc1	-1	nt	12	3	-5	-0.3	4	-4	-6	-1
O=C(Cc1ccccc1)Nc1ncccc1Cl	-4	1.6	-3	-2	15	0.0	-1	-6	11	5
Cc1ccc(-n2c(SCC(=O)Nc3ccc4c(c3)OCCO4)nnc2-c2cccnc2)cc1	nt	nt	0	nt	-5	-0.1	-4	-4	-16	-5
CCn1cnc2c1c(=O)n(Cc1nnc3n1-c1ccccc1SC3)c(=O)n2Cc1ccccc1	1	-0.6	-5	8	-8	0.2	4	4	10	6
COc1ccc(O)c(CN2CCC(n3nccc3NC(=O)c3ccccc3Cl)CC2)c1	4	-1.8	1	8	3	-0.7	-11	5	-4	-2
CCOC(=O)C(Cc1ccccc1)NC(=O)CCc1nnc2ccc(N3CCOCC3)nn12 (stereo not given)	13	0.7	-8	6	4	0.3	-3	4	-7	5
CCCC(c1nnnn1Cc1ccc(OC)cc1)N1CCN(c2ccccc2OC)CC1 (stereo not given)	-1	-1.9	-5	0	-6	0.1	3	2	2	-4
COc1ccc(NC(=O)Cc2nc3ccccc3[nH]2)cc1	2	1.7	6	2	-23	-0.8	-3	-14	2	1
Cc1nc2ccccc2c2c1C(=O)N(Cc1cccnc1)C2=O	-1	-1.9	2	1	1	-3.2	-2	4	0	8
COc1ccccc1CNC(=O)COC(=O)c1cccs1	2	0.4	1	-3	13	-0.3	-17	-4	-1	0
CN(CCOc1ccccc1)C(=O)c1cc(S(=O)(=O)N2CCOCC2)c(Cl)cc1Cl	14	-3.5	0	3	-4	0.3	-8	1	-3	-5
O=C(COC(=O)/C=C/c1ccc(OC(F)F)cc1)NC(=O)NCc1ccccc1	0	2.1	-1	11	0	0.1	-10	-6	-2	1
CCN(CC)CCNC(=O)c1ccc(Sc2ccc(C)cc2)c(NC(C)=O)c1	-6	-0.3	-6	5	-3	-0.6	4	10	3	7
COC1OC(CO)C(N=C(C)C)C1O (stereo not given)	-4	1.7	-1	-6	9	0.4	-7	8	7	-1
CCCc1cc(C(=O)Nc2ccc(C(C)=O)cc2)no1	-3	0.5	-2	0	-2	0.2	-7	-6	-2	2
O=c1cc(-c2ccccc2)cc(-c2ccccc2)n1CCCO	-6	3.3	-6	2	-6	0.3	-1	2	-3	1
COC(=O)C1=C(C)N(Cc2cccc(C(F)(F)F)c2)C(=NCc2ccc(OC)cc2)NC1c1cccc(Cl)c1 (stereo not given)	10	nt	8	1	-11	1.1	7	2	-18	-19
OCCC1CN(Cc2cnc(N3CCCC3)s2)CCN1Cc1ccccc1 (stereo not given)	-22	1.4	-6	-10	6	-0.2	2	0	7	-2
CCC1Nc2ncnc(N3CCCCC3)c2N(Cc2ccccc2)C1=O (stereo not given)	-2	0.8	-6	4	0	0.2	3	6	0	-5
O=C(Nc1ccccn1)C1CCN(S(=O)(=O)c2ccc3c(c2)OCCCO3)CC1	-16	-1.8	-3	-6	-4	0.3	3	-4	0	0
CC1=C(C(N)=O)C(c2cccs2)n2ncnc2N1 (stereo not given)	-2	1.9	4	8	15	-0.4	-4	2	3	2
Cc1nn(C)c(C)c1S(=O)(=O)N1CCCC(C(=O)NC2CCCCC2)C1 (stereo not given)	-12	0.9	-5	13	-8	0.3	-4	10	5	3
Fc1ccc(N2CCN(Cc3cn[nH]c3-c3ccccc3)CC2)cc1	2	0.8	-3	12	-2	0.3	1	-2	-3	1
Clc1ccc([C@H]2OC[C@@]3(CNCc4ccc5c(c4)OCO5)CS[C@H](c4ccc(Cl)cc4)N23)cc1	nt	nt	nt	nt	11	nt	2	1	-5	-19
CS/C(=N\N(C)C(N)=O)c1ccccc1	8	2.3	0	-2	-1	0.3	-1	1	4	1
CCOCCCN(C)C1CCN(C(=O)c2oc3ccccc3c2NC(=O)Cc2cccc([N+](=O)[O-])c2)CC1	9	0.2	-5	-1	-9	0.8	-2	0	-5	1
CCOC(=O)C1=C[C@@H](C(C)(C)C)N(S(=O)(=O)c2ccc([N+](=O)[O-])cc2)[C@H]1c1cccc(Cl)c1	-1	nt	4	-11	5	-0.3	1	5	-6	-4
CCC(C)N(C(=O)CSc1nc(-c2ccccc2)cs1)C1CCS(=O)(=O)C1 (stereo not given)	1	1.3	-6	10	-12	-0.4	10	5	2	-3
CCN(CC(=O)NCc1cccs1)C(=O)CCOc1ccccc1	-10	-0.5	1	7	4	-0.5	-4	4	-4	1
Cc1ccc(NC(=O)CN2CCC(NC(=O)c3ccccc3F)CC2)cc1C	-4	-0.2	-6	10	1	0.2	10	-1	-2	2
CCNC(=S)Nc1ccc2c(c1)oc1ccccc12	10	3.6	7	-4	10	0.6	8	3	2	2
CCOc1ccc(NC(=O)C2CCCN(c3nn4c(=O)cc(C)nc4s3)C2)cc1 (stereo not given)	1	-0.8	-4	5	2	1.5	2	1	-3	0
CC[C@]12c3[nH]c4ccc(Cl)cc4c3CCN1C(=O)[C@@H](CC(=O)NCCCOC)C[C@@H]2C(=O)N1CCN(C(=O)c2ccco2)CC1	-3	-0.8	1	-3	-5	-0.6	-8	5	3	3
Cn1c(=O)n(CCOc2ccccc2Cl)c2ccccc21	-9	0.7	-6	-7	-11	-0.1	0	-1	7	1
CCOC(=O)C1=C(C)N(C)C(=O)NC1c1ccccc1OC (stereo not given)	-12	-0.7	2	-19	5	-0.2	2	2	9	0
COc1ccccc1N(CC(=O)NC(C)(C)C)C(=O)Cn1nnc(-c2ccc(C)o2)n1	14	-1.3	-2	2	0	1.0	-6	-5	-7	0
COc1cc(OC)c2c(-c3cccc(-c4cccc(C)c4)c3)cc(=O)oc2c1	-7	-3.9	6	-1	-3	-4.5	-5	-6	-2	-2
Cc1sc(NC(=O)C2C3CCC(O3)C2C(=O)O)c(C(=O)OC(C)C)c1-c1ccc(Cl)cc1 (stereo not given)	-13	0.1	2	-16	3	0.5	-7	0	4	-6
COc1ccccc1CNCC(=O)NCc1ccc(C)cc1	0	0.9	-6	-7	2	-0.7	-13	-3	-4	-1
COc1ccccc1NC(=O)c1c(C)nn(-c2ccccc2)c1Cl	-5	1.8	-3	2	1	-0.4	7	5	4	4
Cc1cn([C@H]2C[C@H](O)[C@@H](CCC(=O)NCc3cccs3)O2)c(=O)[nH]c1=O	-3	nt	6	2	4	-0.6	-13	8	3	4
CC(C)(CC(=O)O)CC(=O)Nc1ccccc1Oc1ccccc1	-17	2.6	1	3	-2	0.1	3	-2	-2	0
(listing goes on)
SMILES	ASAP1 GAP inh	FXN GAA850 act	rCAG binder	ARFGAP1 inh	sPLA2-III inh	KLK7 zymogen act	ADAM10 inh	Tn6 DDE FP	GC-B act	GC-A act
O=C(NCCCN1CCCC1=O)c1cc(-c2cccnc2)nc2ccc(Cl)cc12	8	-0.9	-1	-10	-1	0.3	-24	3	6	-3
CSc1nsc2nc(=O)c(/C=C3\C=Nc4ccccc43)c(N)n12	2	0.6	31	5	-14	0.4	0	-1	2	-1
O=C(CN(Cc1ccco1)C(=O)CNS(=O)(=O)c1ccccc1)NCc1ccc(F)cc1	10	-0.4	5	6	5	-0.5	0	-1	2	1
Cc1cc(Cl)cc(Cl)c1OCCOc1cccc2cccnc12	1	-0.8	-3	4	-7	-0.3	-2	4	-8	-9
CC(C)c1ccccc1OCCCCCN1CCOCC1	6	-1.1	-7	-3	12	-0.3	0	-10	0	0
NS(=O)(=O)c1ccc(CCNC(=O)COC(=O)CN2C(=O)C3CCCCC3C2=O)cc1 (stereo not given)	-14	0.7	0	-7	-2	-0.5	4	-5	0	2
O=C(Nc1ccccc1)NC1CCCc2ccccc21 (stereo not given)	3	2.4	-2	-1	3	0.0	-7	3	1	0
COc1ccc(CCNC(=O)C2CCN(S(=O)(=O)c3ccc(Cl)cc3)CC2)cc1OC	-3	-1.0	-5	13	-3	-0.4	8	-2	-6	2
C(=N\N=C\c1ccncc1)/c1ccncc1	15	3.2	-1	11	3	0.0	1	-2	-3	1
CCCC(=O)NC(c1ccc(OC)cc1)c1ccc2cccnc2c1O (stereo not given)	-8	-13	6	5	24*	0.0	13	3	1	-1
Cc1ccc(NC(=O)COC(=O)CC2CCCC2)cc1F	-1	1.6	-1	11	-10	0.1	-2	6	3	-2
COc1cccc(C(=O)Nc2ccc(Oc3cccc(C(F)(F)F)c3)nc2)c1	11	-2.2	-2	-2	-14	0.1	15	-11	-5	2
Cc1ccsc1/C=N/NC(=O)C1CC(=O)N(c2ccccc2)C1 (stereo not given)	-9	-0.2	0	-8	2	-0.5	9	1	2	2
COCCN1Cc2cccc(C(=O)Nc3ccc4c(c3)OCCO4)c2C1=O	14	-6.3	2	-2	10	-0.2	-8	-1	0	8

No enrichment for hits; 4.5% or so of the library scored in one or more.
